Screens from PubChem.
Texas Red fluor – Texas Red region autofluorescence. Compound fluorescence, Texas Red channel, 547/618 nm; stronger effect = higher value. max dye-equivalent concentration, M. actives 0.06% (n = 59,000); in the data active = max dye-equivalent concentration above about 10 nM; inconclusive = between about 1.1 nM and that limit
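Dye-equivalent concentrations come from scaling compound signal (ex 547, em 618 nm) to six Texas Red standard concentrations run on every plate, after 15 min room-temperature incubation in pH 8.0 Tris (100 mM).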
Tau fil binding – binds recombinant human tau filaments; Potency, µM (top dose mostly 57.1 µM), without a hit: at the highest dose activity change, negative = inhibition; recombinant tau filaments, thioflavin S fluorescence, 15 h; filaments grown with octadecylsulfate alongside compound; P10636; actives 2% (n = 71,000);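 note: potency is the fitted concentration of half-maximal effect; % is set by controls: 0 for no effect and ±100 for the full control effect; actives lower thioflavin S fluorescence by blocking filaments or displacing dye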
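Tau 2 uM in ThS buffer dispensed; compound added; 60 uM ODS added (finals 1 uM tau, 30 uM ODS); 15 h 37 C; fluor ex450/em510.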
ERK AVP inh – vasopressin-driven ERK pathway inhibition; actives 0.99% (n = 72,000); HEK293-V1b, vasopressin-stimulated pERK AlphaScreen; AID 995; Potency, µM (doses to about 57.5 µM), without a hit: at the highest dose activity, negative = inhibition, most hits filed as inhibitors; note: potency is the fitted concentration of half-maximal effect; % is set by controls: 0 for no effect and ±100 for the full control effect; nearly all actives have a fitted effect of over 55% in size
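HEK293 cells stably expressing V1b receptor, preincubated 30 min at 37 °C with compound, then stimulated 5 min with 25 nM vasopressin. Phospho-ERK by AlphaScreen SureFire after 5 h RT; normalized to DMSO and vasopressin; AC50 by Hill fit.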
HADH2 inh – HADH2 (human) dehydrogenase inhibition | recombinant HADH2, NADH fluorescence, beta-hydroxybutyryl-CoA | Potency, µM (doses to about 57.1 µM), for the others: at the highest dose activity change, negative = inhibition, hits mostly inhibitors | actives 3.4% (n = 73,000); note: potency is the fitted concentration of half-maximal effect; % is set by controls: 0 for no effect and ±100 for the full control effect; nearly all actives have a fitted effect of over 60% in size; many of its hits are not listed in these tables
Target sequence (Q99714 whole entry, looked up, one chain of several): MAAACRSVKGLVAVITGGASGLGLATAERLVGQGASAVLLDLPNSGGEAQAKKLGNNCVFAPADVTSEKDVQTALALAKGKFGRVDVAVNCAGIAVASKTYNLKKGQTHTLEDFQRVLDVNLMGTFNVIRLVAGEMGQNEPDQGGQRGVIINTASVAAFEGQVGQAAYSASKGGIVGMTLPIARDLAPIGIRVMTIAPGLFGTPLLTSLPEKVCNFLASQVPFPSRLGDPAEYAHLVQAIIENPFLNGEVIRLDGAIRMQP
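NADH fluorescence (ex 360/em 450 nm) read every 30 s for 4 min; activity taken as last-minus-first time point difference. Enzyme 20 nM, NAD+ 1 mM, beta-hydroxybutyryl-CoA 90 uM, pH 9.0 Tris buffer.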
FLuc inh – firefly luciferase inhibition; purified firefly luciferase, luminescence, 8 min; Potency, µM (titrated, usually from 57.1 µM), without a hit: at the highest dose activity change, negative = inhibition, actives largely listed as inhibitors; actives 2.2% (n = 72,000); note: potency is the fitted concentration of half-maximal effect; % is set by controls: 0 for no effect and ±100 for the full control effect; nearly all actives have a fitted effect of over 40% in size
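Here, luciferase activity is measured as luminescence following an 8 min room-temperature reaction at 10 uM ATP, pH 7.2. Every library sample is titrated.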
DNA Pol III inh – inhibitors of bacterial DNA polymerase III holoenzyme | reconstituted DNA polymerase III holoenzyme replication, biochemical | actives 0.25% (n = 71,000) | Potency, µM (top dose mostly 57.1 µM), inactives show at the highest dose activity change, negative = inhibition; note: potency is the fitted concentration of half-maximal effect; % is set by controls: 0 for no effect and ±100 for the full control effect
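Reconstituted *E. coli* holoenzyme (0.35 nM Pol III, 1 nM beta, 154 nM SSB, 2 nM primase) was preincubated with compound for 15 min at RT. Synthesis on 1.4 nM ssM13Gori ran 35 min, then was stopped with PicoGreen/EDTA and read as dsDNA fluorescence.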
Hsp90 Hop PPI – changes Hsp90-Hop TPR2A binding signal, up or down; AlphaScreen TPR2A-His6 binding biotin-Hsp90 C-terminal peptide; actives 0.44% (n = 71,000); Potency, µM (series often up to 57 µM), for the others: at the highest dose activity change, negative = inhibition; active = well fitted curve in either direction with a large enough effect; inconclusive = small, poorly fitted or top-dose-only effect, or another doubt; note: potency is the fitted concentration of half-maximal effect; % is set by controls: 0 for no effect and ±100 for the full control effect; many of its hits are not listed in these tables
ALOX15 inhib – 15-hLO (ALOX15) enzyme inhibition; P16050; purified 15hLO-1, xylenol orange hydroperoxide absorbance; Potency, µM (top dose mostly 57.1 µM), for the others: at the top dose activity change, negative = inhibition, usual class: inhibitors; actives 1.4% (n = 74,000); AID 887; note: potency is the fitted concentration of half-maximal effect; % is set by controls: 0 for no effect and ±100 for the full control effect; nearly all actives have a fitted effect of over 55% in size
Target sequence (P16050 whole entry, looked up): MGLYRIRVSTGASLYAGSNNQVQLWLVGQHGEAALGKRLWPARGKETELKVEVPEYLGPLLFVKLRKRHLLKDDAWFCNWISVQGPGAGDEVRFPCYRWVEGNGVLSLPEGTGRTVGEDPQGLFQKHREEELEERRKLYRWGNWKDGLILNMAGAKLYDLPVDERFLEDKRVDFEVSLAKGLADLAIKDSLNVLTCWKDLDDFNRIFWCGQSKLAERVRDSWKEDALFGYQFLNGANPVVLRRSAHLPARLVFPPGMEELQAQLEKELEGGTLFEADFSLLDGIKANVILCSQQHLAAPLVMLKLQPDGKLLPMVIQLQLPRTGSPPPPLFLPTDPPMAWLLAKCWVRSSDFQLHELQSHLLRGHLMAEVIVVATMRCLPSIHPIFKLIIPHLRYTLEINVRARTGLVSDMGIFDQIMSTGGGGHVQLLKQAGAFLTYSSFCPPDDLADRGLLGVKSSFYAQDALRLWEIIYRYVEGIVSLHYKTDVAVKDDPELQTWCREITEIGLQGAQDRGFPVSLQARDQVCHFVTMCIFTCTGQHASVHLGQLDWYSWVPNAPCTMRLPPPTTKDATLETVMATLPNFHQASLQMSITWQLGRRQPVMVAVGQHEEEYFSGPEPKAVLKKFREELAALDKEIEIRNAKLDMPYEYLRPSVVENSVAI
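Hydroperoxide formed from arachidonic acid (50 uM) by purified human 15hLO-1 (40 nM) oxidizes ferrous iron, and the ferric-xylenol orange complex is read at 573 versus 405 nm. Compounds were preincubated 15 min; reaction ran 6 min at room temperature.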
HBB splicing – modulators of hemoglobin beta chain splicing; HBB splicing reporter cell assay, activation; EGFP reporter with mutant IVS2-654 intron; response scale: normalised to 500 nM splice-correcting PNA; actives 0.06% (n = 65,000); Potency, µM (titrated, usually from 46.1 µM), for inactives: at the top dose activation, most hits filed as activators; note: potency is the fitted concentration of half-maximal effect; 0% is about no effect
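Compounds were applied for 2 days to HeLa EGFP-654 cells, 500/well in Optimem with 2% FCS. The reporter's EGFP is disrupted by mis-splicing of beta-globin intron IVS2-654. Readout: summed well GFP fluorescence from 488 nm laser scanning; reference was 500 nM antisense […] 654 PNA.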
Rhodamine autofl – compound autofluorescence in rhodamine spectral region | Rhodamine-region fluorescence, 547/598 nm, Tris buffer; stronger effect = higher value | max dye-equivalent concentration, M | actives 0.05% (n = 59,000); in the data active = max dye-equivalent concentration above about 11 nM; inconclusive = between about 1.1 nM and that limit
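A six-point rhodamine series on each plate calibrates the signal. Compounds sit in 100 mM Tris (pH 8.0) for 15 min at ambient temperature before imaging through 547 nm/598 nm filters.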
CRE-bla Fsk – modulators of forskolin-stimulated CRE signaling in CHO cells; CHO CRE-bla reporter (cAMP response element driving beta-lactamase), forskolin EC10, beta-lactamase ratio; Potency, µM (highest dose often 38.2 µM), for the others: at the top dose activity change, negative = inhibition, actives largely listed as activators; actives 2.5% (n = 71,000); active = well fitted activation curve with a large enough effect in the signal ratio, with a control signal flat, not every such curve was filed as active; inconclusive = small, poorly fitted or top-dose-only effect, or effect the other way, or a change in a side signal; the % refers to the signal ratio; note: potency is the fitted concentration of half-maximal effect; % of control where 0% means no effect
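The 460nm/530nm emission ratio after CCF4 loading defined %Activity, from which AC50 values were obtained. CRE-bla CHO cells received compound dilution series together with an EC10 level of NKH 477 for 3 hours at 37 degrees Celsius.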
Starred values were filed as active, the others as inactive; i = inactive; ? = inconclusive; nt = no result given; [ ] = another dose, or the depositor's remark. Unless noted, calls come from the whole dose curve; as a rule, active = well fitted curve in the direction sought with a large enough effect; inconclusive = small, poorly fitted or top-dose-only effect, or another doubt; inactive = no such curve, though single readings can be large; an effect the other way counts as inactive or inconclusive.

mol,Texas Red fluor,Tau fil binding,ERK AVP inh,HADH2 inh,FLuc inh,DNA Pol III inh,Hsp90 Hop PPI,ALOX15 inhib,HBB splicing,Rhodamine autofl,CRE-bla Fsk
CO[C@@H]1COC(=O)C/C=C\[C@@H](C)COC(=O)[C@H](Cc2ccccc2)NC(=O)C/C=C\[C@H]1C,nt,nt,5%[11.5 µM],3%[11.4 µM],1%[11.4 µM],nt,nt,6%[11.4 µM],3.2%[9.22 µM],nt,nt
CNC(=O)[C@@]1(C)C=C[C@@H](Cc2ccccc2)N1C(=O)OC,nt,-3%,?,10%,nt,2%,-3%,?,-1.1%,nt,-5%
Cc1ccc2nc(CSc3nnc(-c4ccco4)o3)cc(=O)n2c1,i,7%,?,-9%,-39%,20µM*,-4%,-27%,-1.0%,i,?
CC1(C)CC(=O)C2=C(C1)OC(N)=C(C#N)C2c1cccc(OC(=O)c2ccco2)c1 (stereo not given),i,-4%,10%,3%,0%,-4%,-5%,-16%,-0.1%,i,?
CCN(CC)S(=O)(=O)c1cccc(-c2nnc(SCCOc3ccccc3)o2)c1,i,9%,7%,-6%,0%,-4%,?,-13%,-1.9%,i,9%
O=C1OCC(c2ccccc2)=C1c1ccc(S(=O)(=O)N2CCOCC2)s1,i,-11%,-16%,-2%,3%,-1%,-4%,-10%,-0.3%,i,-5%
N#Cc1nc(-c2ccco2)oc1NCCCN1CCOCC1,i,-4%,-5%,32µM*,1%,-5%,-1%,13%,3.4%[0.369 µM],i,6%
CCc1cc(=O)oc2c(C)c(O)c(CN(C)C)cc12,i,59%,-16%,?,3%,0%,2%,3%,1.3%[57.5 µM],i,?

Remaining list, next part:
mol,Texas Red fluor,Tau fil binding,ERK AVP inh,HADH2 inh,FLuc inh,DNA Pol III inh,Hsp90 Hop PPI,ALOX15 inhib,HBB splicing,Rhodamine autofl,CRE-bla Fsk
CCOC(=O)Nc1ccc(C(=O)NCC2CCCO2)cc1 (stereo not given),i,0%,14%,8%,-2%,3%,-3%,13%,-2.6%,i,-13%
COc1ccc(CNC(=O)c2nnn(Cc3ccc(OC)cc3)c2N)cc1,nt,81%,-11%,11%,1%,1%,1%[2.3 µM],?,-0.3%,nt,-3%
O=c1nc2s/c(=C\c3ccco3)c(=O)n2nc1Cc1ccccc1,nt,-29%,4%,7.9µM*,-1%,-10%,-7%,?,-0.1%[9.22 µM],nt,-8%
Cc1ccc(/C(C#N)=C\c2cn(C)c3ccccc23)cc1,i,?,-11%,-3%,-5%,2%,-3%,-27%,0.0%,i,-1%
CC(=O)OC[C@@H]1O[C@@H](O/N=C2/C[C@@H](O)[C@@H](O)[C@@H]3[C@@H]4C(=O)N(c5cccc(Oc6ccccc6)c5)C(=O)[C@H]4CC[C@H]23)[C@H](OC(C)=O)[C@H](OC(C)=O)[C@@H]1OC(C)=O,nt,nt,6%[11.5 µM],15%[11.4 µM],-4%[11.4 µM],nt,nt,6%[11.4 µM],0.2%[9.22 µM],nt,nt
Cc1ccccc1-n1c(=O)c2ccccc2n2c(=O)[nH]nc12,i,-10%,18%,5%,0%,-4%,-2%,1%,nt,i,?
COc1ccc(C)cc1NC(=O)COCC(=O)O,i,-7%,5%,11%,-2%,-1%,-5%,-5%,-2.8%,i,1%
CC(=O)Nc1ccc(NS(=O)(=O)Cc2ccccc2)cc1,nt,-6%,3%,-1%,0%,-6%,-1%,5%,-4.1%,nt,-1%

The results go on.
mol,Texas Red fluor,Tau fil binding,ERK AVP inh,HADH2 inh,FLuc inh,DNA Pol III inh,Hsp90 Hop PPI,ALOX15 inhib,HBB splicing,Rhodamine autofl,CRE-bla Fsk
COc1ccc(C2(NC(C)=O)CCN(C(=O)c3ccco3)CC2)cc1,i,-6%,-3%,7%,1%,-1%,-3%,7%,nt,i,-4%
CC1CC2(C)Oc3ccccc3C3OCC1(CO)C(C)C32 (stereo not given),i,-17%,-5%,5%,0%,-4%,-6%,4%,-0.3%,i,3%
Cc1nc2sc(C(c3cccs3)N3CCOCC3)c(O)n2n1 (stereo not given),nt,14%,nt,-14%,0%,-3%,0%,35%[activator],-0.9%,nt,6%
Cc1nn(C)c(C)c1S(=O)(=O)N1CCCC(C(=O)NCCc2ccc(Cl)cc2)C1 (stereo not given),nt,18%,-2%,8%,1%,1%,-6%[2.3 µM],-7%,-1.5%,nt,2%
COc1ccc(-c2cc(C(=O)NCCN3CCOCC3)c3ccccc3n2)cc1,i,-4%,-26%,?,?,-1%,0%,-7%,1.7%,i,?
CSc1ccccc1NS(=O)(=O)c1ccccc1,?,-14%,-12%,-3%,0%,-7%,0%,5%,-0.1%,i,?
CN(Cc1ccccc1)C(=O)CN(C1CCCCC1)S(C)(=O)=O,?,24%,?,11%,4%,-2%,-9%,8%,-1.0%,i,4µM*
Cc1csc(NC(=O)Nc2cccc(Cl)c2)n1,i,-8%,-25%,16%,7.9µM*,-5%,-4%,-11%,2.6%,i,-14%

Later entries
mol,Texas Red fluor,Tau fil binding,ERK AVP inh,HADH2 inh,FLuc inh,DNA Pol III inh,Hsp90 Hop PPI,ALOX15 inhib,HBB splicing,Rhodamine autofl,CRE-bla Fsk
CC(C)[C@@H](CC(=O)N[C@@H]1CCNC[C@H]1C(=O)N[C@H](CC(=O)N[C@@H](CCC(=O)O)CC(=O)O)Cc1c[nH]c2ccccc12)NC(=O)C[C@H](CO)NC(=O)[C@@H]1CCCC[C@H]1N,nt,-7%,nt,-22%,nt,-9%,-10%,nt,0.9%,nt,-11%
CN1CCN(c2ncnc3ccc(-c4cccc(C#N)c4)cc23)CC1,i,3%,-25%,7%,-2%[2.29 µM],-6%,7%,14%,-0.8%,i,?
O=C1c2ccccc2-c2nccnc21,i,-2%,-16%,0%,2%,-4%,6%,2%,-4.8%,i,28%
CN1CCc2cc(O)c(O)cc2[C@H](c2ccccc2)C1,i,5%,?,?,-21%,-4%,-15%,4%,2.6%,i,-1%
CNCCCCCCCCSc1nc(C(C)C)ccc1C(=O)c1cccs1,nt,13µM*,-59%,10%,0%,2%,-6%,-6%[25.6 µM],nt,nt,1%
Cn1c(=O)c2c(nc(CN3CCN(Cc4ccccc4)CC3)n2Cc2ccc(F)cc2)n(C)c1=O,nt,3%,nt,-11%,-1%,-6%,-4%,-4%,-0.5%,nt,?
OC(CNCC(c1ccco1)N1CCCCC1)c1ccccc1 (stereo not given),?,-27%,1%,-10%,-33%,0%,-1%,17%,-0.1%,i,-15%
Oc1ccc(-c2nnc(SCC3CCCCC3)o2)cc1,?,53%,41%[activator],-23%,-10%,-6%,1%,-9%,1.9%,i,-6%

Going on with the list.
mol,Texas Red fluor,Tau fil binding,ERK AVP inh,HADH2 inh,FLuc inh,DNA Pol III inh,Hsp90 Hop PPI,ALOX15 inhib,HBB splicing,Rhodamine autofl,CRE-bla Fsk
Cc1ccc(-n2nnc3c(=O)n(CC(=O)OCc4ccccc4)cnc32)cc1,nt,35%,nt,14%,2%,-1%,9%,0%,-0.1%,nt,12%
N#CC(C(=O)Nc1ccc(Cl)cc1)=C1Nc2ccccc2N1,?,136%,-4%,-1%,-6%,-7%,-4%,4%,1.0%,i,?
c1ccn(-c2ncnc3sc4c(c23)CCCC4)c1,i,-4%,-2%,7%,1%,-2%,1%,-3%,-1.1%,i,?
Cc1noc(C)c1C(=O)OCC(=O)c1c(N)n(CC(C)C)c(=O)n(C)c1=O,i,8%,-15%,12%,2%,-4%,-4%,13%,1.6%[57.5 µM],i,11%
O=C(Nc1ccon1)c1ccc(S(=O)(=O)N2CCCCCC2)cc1,i,113%,3%,7%,1%,-2%,2%,1%,-0.2%,i,24%
COc1ccc(CC(=O)Nc2nccs2)cc1OC,i,-15%,?,-29%,-1%,-10%,0%,4%,nt,i,?
CCOc1ccc(CCNC(=O)C2CCN(c3ccc(N4CCOCC4)nn3)CC2)cc1OCC,i,-6%,-13%,?,0%,-4%,1%,3%,-0.9%[0.369 µM],i,?
COc1ccc(N2CCn3c2nc2c3c(=O)n(CCc3ccccc3)c(=O)n2C)c(OC)c1,i,-13%,-9%,10%,1%,-3%,-4%,5%,0.8%[1.84 µM],i,-6%
C=CCSc1nnc(NC(=O)CSc2nc3ccccc3o2)s1,i,121%,-10%,-8%,0%,-5%,-3%,0%,-1.2%,i,-1%
CCOc1cc(C)c(Cl)cc1S(=O)(=O)NCC1CCCO1 (stereo not given),i,-5%,16%,7%,2%,-3%,?,-4%,-0.3%,i,-5%
FC(F)Sc1nnc(-c2cccs2)n1-c1ccccc1,i,6%,?,-7%,-2%,-2%,-4%,1%,-1.2%,i,3%

Not all compounds are listed. The share of hits here may be higher or lower than overall.
